Compound activity: PubChem BioAssay, Sanford-Burnham Center for Chemical Genomics
LYP inhibition = inhibitors of LYP phosphatase, biochemical, fluorescence intensity, uHTS (AID 1779) | 290,000 compounds, 0.054% hits | recombinant LYP phosphatase, fluorescence intensity; higher % means a stronger effect | inhibition, % at 11.5 µM; hits with a dose series show IC50 in µM;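 note: plate controls were vehicle with enzyme for no effect and no enzyme for full effect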
KOR beta-arrestin-1 = kappa opioid receptor activators – cell-based, luminescence, uHTS, primary screen (AID 1777). 280,000 compounds, 0.02% hits. KOR beta-arrestin recruitment, luminescence; higher % means a stronger effect. activation, % at 10 µM, or EC50 in µM where a hit was titrated; in the data active = activation above about 50%, passing the limit was not always enough; note: a part of the inactive calls stands beside numbers as strong as those of hits
human PMI inhibition = inhibitors of human PMI, primary screen, biochemical, fluorescence intensity, coupled assay (AID 1209). purified PMI enzyme, coupled fluorescence intensity; higher % means a stronger effect. inhibition, % at 20 µM, or IC50 in µM where a hit was titrated. 190,000 compounds, 0.42% hits;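 note: plate controls were DMSO vehicle for no effect and wells lacking substrate for full effect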
TNAP activation fold = stimulation of alkaline phosphatase TNAP activity – biochemical, luminescent, no phosphate acceptor, uHTS, primary screen (AID 1001); purified TNAP, luminescent activation assay, no phosphate acceptor; higher activation fold means a stronger effect; activation fold at 20 µM; hits with a dose series show EC50 in µM; 200,000 compounds, 0.03% hits; in the data active = activation fold from about 3, or a potency from the dose series; inactive = the rest, 99 in 100 with activation fold below about 1.6; note: many of its hits are not listed in these tables
HEK293 NOD2/NF-kB = NOD2 signaling inhibitors, cell-based, luminescence, uHTS, HEK293 (AID 1566); 290,000 compounds, 0.63% hits; one-dose inhibition, % at 4 µM; EC50 in µM for titrated hits; HEK293 NOD2/NF-kB luciferase reporter, luminescence; higher % means a stronger effect; note: many of its hits are not listed in these tables
KOR beta-arrestin-2 = kappa opioid receptor blockers – cell-based, luminescence, uHTS (AID 1778); KOR beta-arrestin recruitment, luminescence, antagonist mode; higher % means a stronger effect; one-dose inhibition, % at 10 µM; IC50 in µM for titrated hits; 290,000 compounds, 0.091% hits; note: strong numbers were not always called active
XIAP antagonists = XIAP antagonists, biochemical, IAP family, fluorescence polarization (AID 1018) | XIAP BIR domain, fluorescence polarization peptide displacement; higher % means a stronger effect | 200,000 compounds, 0.007% hits | displacement, % at 20 µM, or IC50 in µM where a hit was titrated; in the data active = displacement above about 50%; note: a part of the inactive calls stands beside numbers as strong as those of hits
NOD1 inhibition = NOD1 signaling inhibitors, primary screen, cell-based, luminescence, uHTS (AID 1578). one-dose inhibition, % at 4 µM; EC50 in µM for titrated hits. NOD1-driven NF-kB luciferase reporter cells, luminescence; higher % means a stronger effect. 290,000 compounds, 1% hits; in the data active = inhibition mostly above about 36%, no sharp cut-off; inactive = mostly below about 34%;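 note: HEK-293T reporter cells stimulated with the NOD1 agonist gamma-tri-DAP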
PMI inhibition = MPI inhibition at elevated mannose 6-phosphate – biochemical, fluorescence intensity, high mannose 6-phosphate, primary screen (AID 1220); recombinant PMI enzyme, coupled fluorescence intensity; higher % means a stronger effect; inhibition, % at 20 µM; hits with a dose series show IC50 in µM; 190,000 compounds, 0.66% hits
Numbers without * were called inactive; · = not tested or not shown; [ ] = dose if it differs, or a comment. Cut-off read from the data, not from the text of the source, unless noted: active = inhibition above about 50%; inactive = the rest.

LYP inhibition	KOR beta-arrestin-1	human PMI inhibition	TNAP activation fold	HEK293 NOD2/NF-kB	KOR beta-arrestin-2	XIAP antagonists	NOD1 inhibition	PMI inhibition	molecule
0%	1.3%	-17%	0.9	-41%	-24%	-2.9%	-17%	-23%	C=CCc1cccc(/C=N/NC(=O)c2ccccc2Br)c1O
1%	1.3%	0%	1.1	-7%	-26%	-0.5%	6%	6%	O=C(N/N=C/c1ccc(O)cc1)c1csc2ccccc12
2%	-5.2%	·	·	-10%	-15%	·	-29%	·	N#CCOc1ccccc1/C=C/c1nc2ccccc2c(=O)[nH]1
-6%	-3.1%	3%	1.2	-10%	-15%	-5.2%	-6%	8%	CCC(OC(=O)c1cccs1)C(=O)NC1CCCCC1 (configuration not stated)
-5%	-1.6%	-2%	1.2	12%	-5%	1.7%	-2%	-1%	CN1C(=O)CC(N2CCN(c3ncccn3)CC2)C1=O (configuration not stated)
-10%	-0.3%	·	·	12%	-8%	·	-2%	·	COc1ccccc1CN1CC(C(=O)N(C)Cc2[nH]c3ccccc3c2C)CCC1=O (configuration not stated)
-4%	3.4%	·	·	12%	1%	·	3%	·	O=C(CC(c1ccccc1)c1cc(Cl)ccc1O)N1CCCC1 (configuration not stated)
-6%	1.2%	·	·	4%	8%	·	-15%	·	CN1C(C(=O)NCC2CC2)CC2Cn3c(nc4cc5ccccc5cc43)C21 (configuration not stated)
6%	-2.1%	·	·	9%	4%	·	-7%	·	COc1ccc(C(=O)N/C(=C\c2cn(C)c3ccccc23)C(=O)NCCCn2ccnc2)cc1
-14%	-0.1%	·	·	-22%	-85%	·	6%	·	COc1ccc(C(=O)N/C(=C/c2ccco2)C(=O)NCc2ccco2)cc1
-4%	0.5%	55%*	1.1	14%	-12%[20 µM]	-0.6%	-15%	19%	NS(=O)(=O)c1ccc(NC(=S)NCc2ccco2)cc1
-6%	·	-2%	2.2	0%	5%[20 µM]	-5.8%	-29%	6%	Cc1ccc(Cc2ccc(C(=O)NNC(N)=S)o2)cc1
2%	0.8%	20%	1.1	-9%	-3%	-3.2%	·	4%	Cc1onc(-c2ccccc2Cl)c1C(=O)Nc1ccc(-n2nncc2-c2ccco2)cc1
0%	1.4%	12%	1.1	-4%	-43%	-1.2%	-29%	10%	COc1ccccc1-c1ccc(Nc2cccc(C(C)=O)c2)nn1
-4%	-3.9%	21%	1	4%	14%	-7.6%	-20%	12%	COC(=O)c1cc(COC(=O)c2ccc(OC)c(S(=O)(=O)N3CCCC3)c2)oc1C
-4%	-4.9%	4%	1.1	-53%	40%	-9.7%	-39%	-2%	Clc1cc(Cl)c2nc(N3CCOCC3)sc2c1
-8%	-0.6%	·	·	1%	5%	·	11%	·	COc1ccc(/C=N/NC(=O)c2nonc2N)cc1OC
-2%	-3.5%	·	·	16%	13%	·	4%	·	CC(=O)/C=C(\C)Nc1ccccc1O
4%	-0.2%	12%	0.5	-14%	24%	0.4%	·	9%	Cc1cccc(-c2cc3nc(C)cc(NCCCN(C)C)n3n2)c1
-8%	8.8%	3%	1	9%	7%	-5.4%	-18%	0%	CC(=O)Nc1nnc(Cc2c[nH]c3ccccc23)s1
-10%	0.1%	4%	1.1	6%	-14%	-4.0%	0%	4%	COc1ccc(-c2ccc(SCC(=O)N3CCOCC3)nn2)cc1OC
-3%	2.3%	-5%	1.1	-21%	30%	-9.7%	16%	-5%	CCCOCC(O)COc1ccccc1C(=O)N1CCOCC1 (configuration not stated)
-9%	-0.1%	-1%	1.1	8%	-18%	-8.5%	9%	8%	N#Cc1cc(S(=O)(=O)c2ccc(F)cc2)c(N)[nH]c1=O
-3%	5.3%	13%	1.1	-58%	-9%	-1.7%	·	11%	Cc1ccccc1Cn1nnc(C(=O)Nc2cccc(C)c2C)c1N
8%	8.2%	-17%	1	-78%	-10%	-4.0%	-62%	-7%	C=CCn1c(C)cc(C2=NNC(=NCc3ccccc3)SC2)c1C
5%	1.4%	5%	1.8	4%	14%	-8.5%	-6%	-11%	Cc1cc(C(=O)N/N=C/c2cc(N=Nc3ccccc3)ccc2O)n[nH]1
-6%	·	-6%	1.1	6%	-47%[20 µM]	-11%	-33%	-17%	CCOc1ccccc1NC(=O)Cn1c(=O)oc2ccccc21
2%	-1.7%	32%	1.1	4%	30%	-6.2%	10%	10%	Cc1ccccc1Nc1nc(-c2sc(NC(=O)c3ccco3)nc2C)cs1
-2%	6.7%	-11%	1	-19%	-22%	-2.9%	-16%	-8%	Cc1nn2c(-c3ccccn3)ccnc2c1Cl
-12%	-2.9%	7%	1	7%	-17%[20 µM]	1.6%	-19%	22%	COc1ccc(NC(=O)CC2SC(N)=NC2=O)c([N+](=O)[O-])c1 (configuration not stated)

Some of these compounds in order of their number in LYP inhibition, low to high.
compound	LYP inhibition	KOR beta-arrestin-1	human PMI inhibition	TNAP activation fold	HEK293 NOD2/NF-kB	KOR beta-arrestin-2	XIAP antagonists	NOD1 inhibition	PMI inhibition
NS(=O)(=O)c1ccc(NC(=S)NCc2ccco2)cc1	-4%	0.5%	55%*	1.1	14%	-12%[20 µM]	-0.6%	-15%	19%
Cc1ccccc1Cn1nnc(C(=O)Nc2cccc(C)c2C)c1N	-3%	5.3%	13%	1.1	-58%	-9%	-1.7%	·	11%
Cc1cccc(-c2cc3nc(C)cc(NCCCN(C)C)n3n2)c1	4%	-0.2%	12%	0.5	-14%	24%	0.4%	·	9%

The listing continues:
LYP inhibition	KOR beta-arrestin-1	human PMI inhibition	TNAP activation fold	HEK293 NOD2/NF-kB	KOR beta-arrestin-2	XIAP antagonists	NOD1 inhibition	PMI inhibition	molecule
-8%	-0.5%	·	·	8%	-7%	·	-5%	·	Cc1nc(-c2cccnc2)sc1C(=O)N/N=C/c1ccccc1Cl
-6%	-0.9%	0%	1.1	13%	1%	-4.2%	-26%	5%	COCc1n[nH]c(=S)n1-c1cccc2ccccc12
-5%	2.4%	12%	1.1	1%	-9%	-6.0%	17%	-3%	OCCn1c(-c2ccc3c(c2)OCO3)csc1=Nc1ccccc1
-3%	-4.9%	0%	1.2	-19%	6%	-0.5%	-3%	0%	COc1ccc(C2=Nn3c(nnc3C3CCCCC3)SC2)cc1OC
-4%	2.0%	·	·	22%	20%	·	6%	·	O=C(Cn1c(=O)oc2ccccc21)Nc1n[nH]c(=S)s1
6%	-3.7%	12%	0.9	17%	12%	-4.3%	-16%	6%	Cc1c(NC(=O)/C(C#N)=C/c2ccc(-c3cccc(Cl)c3)o2)c(=O)n(-c2ccccc2)n1C
-3%	1.9%	·	·	-24%	-5%[20 µM]	·	26%	·	CCOC(=O)C1=C(N)Oc2cc(O)ccc2C1c1ccc(Br)cc1 (configuration not stated)
-9%	-0.1%	·	·	9%	5%	·	-19%	·	CC(NC(=O)c1ccccc1NS(=O)(=O)c1ccc(CCC(=O)O)cc1)c1ccccc1 (configuration not stated)
-8%	2.2%	-5%	1	16%	12%	-4.3%	4%	-4%	O=C(c1n[nH]c(=O)c2ccccc12)N1CCN(c2ccc(F)cc2)CC1
2%	-7.4%	-1%	1.3	2%	15%	-2.6%	-17%	-2%	N=c1ncn(CC(O)CO)c2nc(N3CCOCC3)[nH]c12 (configuration not stated)
0%	3.3%	·	·	5%	-17%	·	6%	·	O=C(Nc1ccc(-c2csc(Nc3cccc(C(F)(F)F)c3)n2)cc1)c1ccccc1
2%	2.3%	-3%	1	13%	-11%	-4.4%	-28%	-10%	COC(=O)Nc1ccc(S(=O)(=O)N2CCCC(C(=O)N3CC(C)OC(C)C3)C2)cc1 (configuration not stated)
-7%	1.6%	·	·	1%	-5%	·	-26%	·	O=C(Cc1ccccc1F)Nc1ccccc1N1CCCC1
-13%	-1.8%	·	·	-5%	-37%	·	9%	·	CCOC(=O)C1=C(CN2CCN(C(=O)c3ccco3)CC2)NC(=O)NC1c1ccc(OC)cc1 (configuration not stated)
4%	-3.2%	6%	1.1	-14%	21%	1.6%	36%	2%	O=C(c1cccc(S(=O)(=O)N2CCc3ccccc32)c1)N1CCN(c2ccccn2)CC1
-6%	-4.9%	1%	1	1%	-7%	-1.7%	-20%	-2%	O=C(Cn1ccc([N+](=O)[O-])n1)Nc1ccccn1
-2%	2.0%	·	·	5%	4%	·	-10%	·	COc1ccc(C(=O)COC(=O)CN2C(=O)C3C4CCC(C4)C3C2=O)cc1 (configuration not stated)
-8%	-5.6%	6%	1.1	11%	-41%	-1.2%	15%	-6%	CC(C)COC(=O)N1CCCC1C(=O)Nc1nccs1 (configuration not stated)
-2%	-6.5%	13%	2.1	-18%	-20%	-5.3%	-13%	12%	S=c1[nH]nc(-c2cc(-c3ccsc3)n[nH]2)n1-c1cccc2ccccc12
-6%	-1.4%	-8%	1.1	6%	1%	-3.1%	-4%	9%	CSc1cccc(NC(=S)N(CCC(C)C)C2CCN(C(C)=O)CC2)c1
-7%	1.3%	·	·	9%	-45%	·	15%	·	CNc1c(NS(=O)(=O)c2ccc(Cl)cc2)c(=O)oc2ccccc12
-6%	-4.3%	7%	1.1	-4%	-16%	-7.3%	8%	0%	COc1ccccc1N1CCN(C(=O)Cn2c(=O)[nH]c3ccsc3c2=O)CC1
8%	-1.5%	22%	1	10%	-26%	-11%	-11%	22%	O=C(Cc1ccc(Cl)cc1)NC(=S)Nc1ccccc1N1CCOCC1
-7%	·	·	·	-128%	-43%	·	-2%	·	O=C(N/N=C/c1ccc(Cl)cc1)c1n[nH]c2c1CCCC2
-2%	·	17%	1	9%	-12%[20 µM]	0.4%	-32%	37%	O=C(CN1C(=O)C(=O)c2ccccc21)OCN1C(=O)c2ccccc2C1=O
1%	-10%	11%	1	5%	-9%	-6.8%	24%	6%	Cc1sc(NC(=O)C2CC=CCC2C(=O)O)c(C(=O)OC(C)C)c1C (configuration not stated)
-9%	1.9%	3%	1.2	6%	-28%	-3.3%	13%	4%	CN(Cc1ccccc1)C(=O)CCn1c(=O)oc2ccccc21
-7%	-0.6%	-4%	1.2	10%	-2%	-0.3%	0%	-5%	Cc1noc(C)c1S(=O)(=O)N1CCCC(C(=O)N2CCC(C)CC2)C1 (configuration not stated)
0%	-3.0%	4%	1.1	-3%	29%	-3.1%	-21%	7%	Cc1cc(N2CCCC2=O)cc(C)c1S(N)(=O)=O
-7%	-2.0%	-4%	1	1%	3%	-4.6%	-35%	-8%	O=C(NCc1cccs1)C1CCCN1C(=O)Nc1cccc(Cl)c1 (configuration not stated)

(next part)
LYP inhibition	KOR beta-arrestin-1	human PMI inhibition	TNAP activation fold	HEK293 NOD2/NF-kB	KOR beta-arrestin-2	XIAP antagonists	NOD1 inhibition	PMI inhibition	molecule
-5%	0.2%	-9%	1.1	2%	-73%[20 µM]	-6.6%	-28%	-8%	CSc1ccccc1C(=O)Nc1ccccc1C
-7%	-0.8%	-2%	1.1	-12%	-7%	1.6%	2%	1%	O=C(O)CCC(=O)Nc1ccc(Br)c(Cl)c1
-6%	-1.7%	-9%	1.2	14%	13%	-1.6%	-38%	-8%	Cn1ccnc1SCC(=O)Nc1cc(S(=O)(=O)N2CCOCC2)ccc1Cl
-9%	-1.3%	-38%	1	18%	-26%	22%	-12%	-22%	O=C1C(=O)N(CCN2CCOCC2)C(c2ccccn2)/C1=C(/O)c1ccc(F)cc1 (configuration not stated)
-6%	-8.6%	-9%	1.2	-13%	-27%	-5.4%	-7%	-7%	CCn1c(SCc2nc3ccccc3[nH]2)nnc1-c1ccccc1OC

human PMI inhibition: entries above that show a hit.
LYP inhibition	KOR beta-arrestin-1	human PMI inhibition	TNAP activation fold	HEK293 NOD2/NF-kB	KOR beta-arrestin-2	XIAP antagonists	NOD1 inhibition	PMI inhibition	molecule
-4%	0.5%	55%*	1.1	14%	-12%[20 µM]	-0.6%	-15%	19%	NS(=O)(=O)c1ccc(NC(=S)NCc2ccco2)cc1

An excerpt. The share of hits here may be higher or lower than overall.
